Screening data from PubChem BioAssay.
ERK EGF block: EGF-driven ERK pathway inhibition; HEK293-V1b, EGF-stimulated phospho-ERK AlphaScreen; Potency, µM (highest dose often 11.5 µM), for the others: at the top dose activity change, negative = inhibition, actives largely listed as inhibitors; hit rate 0.41% among 130,000; AID 1454; active = well fitted inhibition curve with a large enough effect; inconclusive = small, poorly fitted or top-dose-only effect, or effect the other way;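 also: plate controls were stimulated vehicle wells for no effect and unstimulated vehicle basal for full effect; nearly all actives have a fitted effect of over 55% in size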
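In this qHTS, HEK293 cells with stable type-1 vasopressin (V1b) receptor were exposed to compound at 37C for 30 min, stimulated 5 min with EGF at 25 nM, lysed, and probed for phospho-ERK by AlphaScreen.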
An asterisk follows results filed as active; ? = inconclusive; & = joins results of further samples; [ ] = another dose, or the depositor's remark. Potency is read from the fitted curve at half-maximal effect.

ERK EGF block,canonical_smiles
-10%[57.5 µM],CCOC(=O)C(=CNc1ccc(Oc2cncc(Cl)c2)nc1)C(=O)OCC
-4%,CCOc1nc(NCCO)nc(Nc2cc(Cl)ccc2OC)n1
-3%,O=Cc1cnc(N2CCCCC2)s1
1%[57.5 µM],O=C1/C(=C/c2ccncc2)SC(=S)N1N1CCOCC1
-1%[57.5 µM],N#Cc1c(Nc2ccccc2)s[nH]c1=O
-5%,Fc1ccc(Oc2cnc3ccccc3n2)cc1
-5%,COc1cc(C2NC(=S)NC3=C2CCc2ccccc23)cc(OC)c1OC (stereo not drawn)
-1%,CCNC(=S)N1CCN(S(=O)(=O)c2ccc(C)cc2)CC1
0%,COc1cc(C(=O)NCCc2ccc(F)cc2)c([N+](=O)[O-])cc1OC
-8%,Cc1ccccc1C1CC(c2cccs2)Nc2nnnn21 (stereo not drawn)
-6%,CCc1ccc(OCC(=O)NNC(=O)c2nn(CC)c(=O)c3ccccc23)cc1
-3%,Cc1ccc(Nc2cnn(C34CC5CC(CC(CC(=O)O)(C5)C3)C4)c(=O)c2Cl)c(Cl)c1
-9%[57.5 µM],O=C(N[C@@H](Cc1ccc(O)cc1)C(=O)O)c1ccc(C(F)(F)F)cc1
6%,COc1ccc(S(=O)(=O)N(C)C)cc1NCC(=O)Nc1ccc(Br)c(C)c1
25µM*,Cc1cccc(N=C2NC(=O)/C(=C/c3cccs3)S2)c1
7%,CCOc1ccc(-n2cnnn2)cc1S(=O)(=O)N1CCC(C)CC1C (stereo not drawn)
-1%,COCC(=O)N1CCC2(CC1)CN(c1ccccc1)C2
-4%[57.5 µM],CCn1c(=O)c2cc(C(=O)Nc3ccc(OC)cc3OC)sc2c2ccccc21
6%,O=C(O)c1ccccc1-c1ccccc1C(=O)Nc1nccs1
-7%[57.5 µM],O=C(COc1cccnc1[N+](=O)[O-])Nc1cc(S(=O)(=O)N2CCCCC2)ccc1Cl
-3%,O=C1NN(c2ccccc2)C(=O)/C1=C/c1ccc(Sc2cccc3ccccc23)o1
5%[57.5 µM],O=C1NCCn2ccc(=O)cc21
-5%[57.5 µM],Cc1ccc(/C=N/NC(=O)c2cc(C)oc2C)cc1
2%,COc1ccc(CC/C(C)=N\NC(N)=O)cc1
5%,COc1ccc(/C=N/Nc2nc(Nc3ccccc3)nc(N3CCCCC3)n2)c(OC)c1

ERK EGF block,canonical_smiles
-3%,COc1ccc(C(=O)OCC(=O)NCCN2C(=O)CSC2=O)cc1
-3%[57.5 µM],COc1ccc2[nH]cc(/C=C/C(=O)c3ccccc3)c2c1
1%[57.5 µM],COC(=O)Cn1c(=NC(=O)CSCC(=O)Nc2cc(C)on2)sc2cc(C(=O)OC)ccc21
-2%,COc1cc(C)c(Cl)cc1S(=O)(=O)n1ccnc1
1%,N#Cc1ccc(-c2cccnc2)nc1SCc1ccc(Cl)c(Cl)c1
-4%[57.5 µM],Oc1[nH]c2ccc(Br)cc2c1N=NC(=S)Nc1ccc(F)cc1
0%,c1ccc(-c2ccccc2OCCN2CCOCC2)cc1
-5%,CC(=O)Oc1ccc(-c2cccc(C(=O)NCCO)c2)cc1
7%,COc1ccc(NC(=S)NNC(=O)CNc2ccc(Cl)cc2)cc1
-5%,CN(Cc1ccccc1)C(=O)COC(=O)c1ccc2ccccc2n1
1%,CCn1nc(C(=O)Nc2nc3ccccc3[nH]2)c2ccccc2c1=O
-2%,CCOc1ccc(C2C(C(=O)Nc3cc(C)on3)c3ccccc3C(=O)N2CCN2CCOCC2)cc1 (stereo not drawn)
5%[57.5 µM],COc1ccc2c(c1)c(C(=O)O)c(C)n2-c1ccccc1
?,COC(=O)CNC(=O)c1ccc(NS(=O)(=O)c2cc([N+](=O)[O-])ccc2Cl)cc1
-6%[57.5 µM],Cc1nn(C)c(C)c1Nc1ccc(N2C(=O)C3C4C=CC(C4)C3C2=O)cc1[N+](=O)[O-] (stereo not drawn)
?,COc1cc(/C=C/[N+](=O)[O-])ccc1OCc1cccc(C(=O)O)c1
3%,CCOC(=O)Cc1csc(NC(=O)Nc2cccc(Cl)c2)n1
-7%,COc1ccc(S(=O)(=O)NN(C)C(=O)c2nn(-c3ccccc3)ccc2=O)cc1
-3%,COC(=O)c1ccc(N=NNc2cccc(Br)c2)cc1
5%,CCCCN(C)C(=O)C1CCC(=O)N(c2cc(OC)c(OC)c(OC)c2)C1c1ccc(OC)cc1 (stereo not drawn)
1%,Cc1cccc(OCC(=O)N/N=C\c2cn(C)c3ccccc23)c1
2%,C/C(=N\NC(=O)CN(c1ccccc1)S(=O)(=O)c1ccccc1[N+](=O)[O-])C(C)(C)C
-11%,O=C(NC12CC3CC(CC(C3)C1)C2)c1ccccc1
0%,COc1ccccc1NS(=O)(=O)c1cccc(N2CC(O)=C(c3ccccc3)C2=N)c1
-2%,O=C(COc1ccc(Br)cc1)N/N=C1\SCC(=O)N1c1ccc(F)cc1

Single entries from the list.
ERK EGF block with CCCCN(C)C(=O)C1CCC(=O)N(c2cc(OC)c(OC)c(OC)c2)C1c1ccc(OC)cc1 (stereo not drawn) stands at 5%
ERK EGF block with CCn1nc(C(=O)Nc2nc3ccccc3[nH]2)c2ccccc2c1=O stands at 1%

Next section
ERK EGF block,canonical_smiles
-7%[57.5 µM],CCC(C)NCCOc1ccccc1C (stereo not drawn)
?,Cc1nn(-c2ccccc2)c(N2CCCC2)c1/C=N/Nc1ccc(S(N)(=O)=O)cc1[N+](=O)[O-]
5%,Cc1sc2ncnc(SCC(=O)NC(C)C(C)C)c2c1C (stereo not drawn)
-16%,c1cc(-c2cccs2)nc(-c2cccs2)c1
1%,CC(C)C(=O)N1N=C(c2ccc(NS(C)(=O)=O)cc2)CC1c1cccs1 (stereo not drawn)
10%,CCOc1ccc(NC(=O)Cn2nnc3c(cnn3-c3ccc(F)cc3)c2=O)cc1
-7%,CC(=O)Nc1nnc(-c2ccco2)o1
-5%[57.5 µM],O=c1[nH]c2ccccc2c(O)c1O
-1%,O=C(Nc1cccc(F)c1)N1CCCC2(CCN(C(=O)c3cccc(F)c3)CC2)C1
-9%,CCN(CC)C(=O)CC(c1ccc(F)cc1)c1ccc(OC)cc1 (stereo not drawn)
6%,Cc1ccc(C(=O)Oc2cccc(NC(=O)c3ccccc3)c2)cc1C
-4%,Cc1cc(Cl)ccc1C(=O)C1CCCN(C(=O)c2n[nH]c3c2CCCC3)C1 (stereo not drawn)
-4%,CCC(=O)Nc1ccc(-c2csc(NNC(C)=O)n2)cc1
8%,CCCOP(=O)(OCCC)C(Nc1ccc(C(=O)O)cc1)c1ccccc1 (stereo not drawn)
-3%[57.5 µM],N#C/C(C(N)=O)=C1/SC(Cc2ccc(F)cc2)C(=O)N1c1ccccc1 (stereo not drawn)
8%,O=C(Nc1ccccc1Oc1ccccc1)c1cc([N+](=O)[O-])ccc1Cl
-5%,Cc1cccc(NC(=S)NC(=O)c2ccco2)n1
9%[57.5 µM],Cc1cc(C(=O)NNC(=O)c2ccc(C(F)(F)F)cc2)no1
?,CC(=O)Nc1cc(C(=O)O)ccc1S(=O)(=O)c1ccc(Cl)cc1
8%,COc1cccc(NC(=O)Cc2nnc(SCC(=O)c3ccccc3)n2C)c1
1%,O=C(CSC1CCCCC1)Nc1ccccc1Br
-6%,COc1ccc(-c2n[nH]c(=S)n2-c2ccc3c(c2)OCCO3)cc1
-2%,CCc1ccc(OCC(=O)N2CCN(c3ccccc3F)CC2)cc1
1%[57.5 µM],CN(C)/C=C(\C#N)C(=O)Nc1ccc(F)c(Cl)c1
-8%,O=C(Nc1ccccc1C(=O)O)/C(=C/c1ccc([N+](=O)[O-])cc1)NC(=O)c1ccc(Br)o1

Quoted at random: 3 entries already listed, in no set order.
ERK EGF block,canonical_smiles
-7%,CC(=O)Nc1nnc(-c2ccco2)o1
-3%[57.5 µM],N#C/C(C(N)=O)=C1/SC(Cc2ccc(F)cc2)C(=O)N1c1ccccc1 (stereo not drawn)
8%,CCCOP(=O)(OCCC)C(Nc1ccc(C(=O)O)cc1)c1ccccc1 (stereo not drawn)

Further compounds follow.
ERK EGF block,canonical_smiles
7%,COc1cccc(CN(CC2CCCO2)S(=O)(=O)c2ccc(-n3cnnn3)c(OC)c2)c1 (stereo not drawn)
4%,COc1ccc2cc(CN(Cc3ccco3)C(=S)NCC3CCCO3)c(=O)[nH]c2c1 (stereo not drawn)
?,CCOCCCNC(=S)N(Cc1ccco1)Cc1cc2cc3c(cc2[nH]c1=O)OCCO3
-1%,COC(=O)c1cc(OC)c(OC)cc1NC(=O)Cc1cccs1
7%,Cn1c(Cc2cccs2)nnc1SC/C=C/c1ccccc1
?,O=C(/C=N/O)NCCCN1CCOCC1
-13%,O=c1[nH]c(CNCc2cccnc2)nc2ccccc12
4%,COc1ccccc1N=Cc1c(O)c2ccccc2oc1=O
-3%,CN(CCc1ccc(Cl)c(Cl)c1)CCN1CCCCCC1
-14%,COc1ccc(-n2c(-c3ccc(Br)cc3)c[n+]3c2CCC3)cc1
?,CN1C(=O)/C(=C/c2ccco2)SC1=Nc1cccc(C(=O)O)c1
-18%,C[C@@]12C(=O)OC(=O)[C@@]1(C)[C@@H]1CC[C@@H]2O1
7%,O=C(/C=C/c1ccco1)N1CCc2ccccc21
6%,Cn1c(=O)oc2cc(S(=O)(=O)NC3CCN(Cc4ccccc4)CC3)ccc21
20%,O=S(=O)(c1ccc(Cl)nc1)N1CCCc2ccccc21
5%&3%,CN1CCC[C@H]1c1cccnc1
-2%,CCC(C)(C(=O)NC1CCCC1)N(Cc1cccs1)C(C)=O (stereo not drawn)
16%[57.5 µM],S=c1[nH]nc(-c2ccncc2)n1/N=C/c1cn(-c2ccccc2)nc1-c1ccccc1
-3%,O=S(=O)(c1ccccc1)C(/C=N\O)/C=C/c1ccccc1 (stereo not drawn)
1%,COc1ccc(NC(=O)c2c3c(nc4ccccc24)CCC3)cc1S(=O)(=O)N1CCOCC1
-13%[57.5 µM],O=C(CN1C(=O)CNC1=O)Nc1ccc(Cl)cc1
1%,COc1ccc(S(=O)(=O)N2CCCC2C(=O)NCc2ccccc2Cl)cc1 (stereo not drawn)
0%,COC(=O)C(CCCN1C(=O)c2ccccc2C1=O)(NC(C)=O)c1nn[nH]n1 (stereo not drawn)
14%,Cc1ccc(NC(=O)CCn2nc([N+](=O)[O-])cc2C)nc1
11%,Nc1cc(F)ccc1N1CCCCCC1

4 of the compounds above, as labelled records.
> COc1ccc(NC(=O)c2c3c(nc4ccccc24)CCC3)cc1S(=O)(=O)N1CCOCC1
  ERK EGF block = 1%
> O=C(CN1C(=O)CNC1=O)Nc1ccc(Cl)cc1
  ERK EGF block = -13%[57.5 µM]
> COc1ccc(S(=O)(=O)N2CCCC2C(=O)NCc2ccccc2Cl)cc1 (stereo not drawn)
  ERK EGF block = 1%
> COC(=O)C(CCCN1C(=O)c2ccccc2C1=O)(NC(C)=O)c1nn[nH]n1 (stereo not drawn)
  ERK EGF block = 0%

Continued.
ERK EGF block,canonical_smiles
4%,COCc1cc(C)n(CC(=O)OC)c(=O)c1C#N
6%,CCOCCCNC(=O)C(NC(=O)c1ccc(NC(C)=O)cc1)c1ccc(Cl)cc1 (stereo not drawn)
-4%,O=c1[nH]c(=O)n(C2CC(O)C(CO)O2)cc1F (stereo not drawn)
2%[57.5 µM],COc1ccc(S(=O)(=O)N(CCC(N)=O)Cc2ccco2)cc1OC
-6%,Cc1cc2nc(N3C(=O)CNC3=S)sc2cc1C
-12%,Cc1ccc(CNS(=O)(=O)c2ccc3c(c2)n(C)c(=O)c(=O)n3C)cc1
-5%,C=CCNCCOCCSc1ccc(Cl)cc1
3%,COc1ccc(OCCC(=O)OCC(=O)NCCc2ccccc2)cc1
34%,COC(c1ccccc1)c1nnc(CCC(=O)NC2CCCCC2)o1 (stereo not drawn)
-9%,Cc1ccc(-c2csc3nc[nH]c(=O)c23)cc1
30%,COc1ccc(/C=N/Nc2nonc2N)cc1OC
38%,CCOC(=O)C1(Cc2ccc(Cl)cc2)CCN(C(=O)c2cscn2)CC1
5%,COC(=O)c1ccc2c(=O)n(CCN3CCOCC3)c(SCC(=O)NCc3ccccc3)nc2c1
0%,CCOC(=O)c1cnc2ccc(OCC)cc2c1NCc1ccccc1OC
-9%,Cc1cccc(C)c1NC(=O)C1CCCN1C(=O)OC(C)(C)C (stereo not drawn)
9%[57.5 µM],COc1ccc(Nc2nc(N)c([N+](=O)[O-])c(N3CCOCC3)n2)cc1
7%,Cc1sc2ncnc(Sc3ccccc3C(=O)O)c2c1C
-1%,O=C(Nc1ccncc1)c1ccc2c(c1)S(=O)(=O)c1ccccc1C2=O
0%,Cc1sc(NC(=S)NC(=O)c2ccco2)c(C#N)c1C
-4%,O=C(O)C1C2C=CC(C2)C1C(=O)NCc1ccco1 (stereo not drawn)
-4%,Cc1nnc2ccc(-c3ccc(NC(=O)c4cccnc4Cl)cc3)nn12
5%,Cc1cc(NS(=O)(=O)c2ccc(NC(NC(=O)C(C(F)(F)F)C(F)(F)F)(C(F)(F)F)C(F)(F)F)cc2)no1
5%,CCOP(=O)(OCC)/C(=N/OC(=O)c1ccccc1C)C(N)=O
3%,Cc1ccccc1NC(=S)NC12CN3CN(CN(C3)C1)C2
6%[57.5 µM],O=C(O)Cn1cccc1C(=O)c1ccccc1

ERK EGF block,canonical_smiles
-5%,O=C(CCN1CCCCC1)Nc1ccccc1
5%,Cc1cc(C)cc(N(CC(=O)Nc2ccccc2C(=O)N2CCOCC2)S(C)(=O)=O)c1
2%[57.5 µM],O=S(=O)(c1ccc(NC(=S)NCc2ccco2)cc1)N1CCCCC1
1%,CS(=O)(=O)N(CC(=O)NCc1ccncc1)c1ccc(F)c(Cl)c1
-2%,O=[N+]([O-])c1ccc(-c2nnc(CNC3CCCC3)o2)cc1
5%,COc1cccc(C(=O)NC(C)c2ccc(Br)cc2)c1 (stereo not drawn)

4 structures from above, arranged by SMILES length, rising:
ERK EGF block,canonical_smiles
5%&3%,CN1CCC[C@H]1c1cccnc1
4%,COCc1cc(C)n(CC(=O)OC)c(=O)c1C#N
5%,COc1cccc(C(=O)NC(C)c2ccc(Br)cc2)c1 (stereo not drawn)
7%,CCOc1ccc(-n2cnnn2)cc1S(=O)(=O)N1CCC(C)CC1C (stereo not drawn)

An excerpt (hit frequency here may not be typical).
